Sm TGR block – blocks Schistosoma mansoni thioredoxin glutathione reductase. Q962Y6. AID 485364. actives 3% (n = 360,000). purified TGR, DTNB reduction, TNB absorbance 405 nm. Potency, µM (titrated, usually from 114 µM), inactives show at the top dose activity change, negative = inhibition, actives largely listed as inhibitors; also: potency is read from the fitted curve at half-maximal effect; nearly all actives have a fitted effect of over 60% in size
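TGR 20 nM + NADPH 100 uM (dispensed conc.), cpd preinc 15 min RT; start with NADPH (500 uM addition) then DTNB (15 mM addition). Kinetic TNB absorbance, 405 nm filter. Four-parameter Hill fit across titration.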
HCV inh – blocks hepatitis C virus | Huh7.5.1 HCVcc-Cre infection, luciferase reporter, 44 h | Potency, µM (highest dose often 41.8 µM), for the others: at the top dose activity change, negative = inhibition, actives largely listed as inhibitors | actives 3.4% (n = 340,000) | AID 651820; also: potency is read from the fitted curve at half-maximal effect
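HCVcc-Cre virus at an moi near 0.5 was added right after compound to cells cultured 4 h from seeding (1,000 cells/well). Luciferase activity was determined 44 h later, 15 min after substrate addition at RT.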
HCMV inh – inhibitors of human cytomegalovirus; HFF cells, HCMV-luciferase reporter, 72 h; stronger effect = lower value; activity change, negative = inhibition, % at 57.5 µM; actives 4.5% (n = 410,000); AID 1259415; in the data active = activity change below about -60%; inconclusive = no clear call, values can overlap the other calls; inactive = above about -39%
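After 16 h attachment at 37C, HFF cells received test compound and HCMV-luciferase (1 PFU/cell); reporter luminescence read 72 h later, data normalized against buffer-only and known inhibitor Salinomycin.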
AmpC inh detg – AmpC beta-lactamase inhibition with detergent present | AmpC hydrolysis of nitrocefin, absorbance 480 nm, 0.01% Triton | P00811 | actives 0.041% (n = 370,000) | Potency, µM (series often up to 114 µM), without a hit: top-dose activity change, negative = inhibition, hits mostly inhibitors;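 also: potency is read from the fitted curve at half-maximal effect; 0% = no-compound wells and -100% = no-enzyme wells; nearly all actives have a fitted effect of over 25% in size; some results filed as inactive show a strong effect at the top dose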
Target sequence (P00811 whole entry, looked up): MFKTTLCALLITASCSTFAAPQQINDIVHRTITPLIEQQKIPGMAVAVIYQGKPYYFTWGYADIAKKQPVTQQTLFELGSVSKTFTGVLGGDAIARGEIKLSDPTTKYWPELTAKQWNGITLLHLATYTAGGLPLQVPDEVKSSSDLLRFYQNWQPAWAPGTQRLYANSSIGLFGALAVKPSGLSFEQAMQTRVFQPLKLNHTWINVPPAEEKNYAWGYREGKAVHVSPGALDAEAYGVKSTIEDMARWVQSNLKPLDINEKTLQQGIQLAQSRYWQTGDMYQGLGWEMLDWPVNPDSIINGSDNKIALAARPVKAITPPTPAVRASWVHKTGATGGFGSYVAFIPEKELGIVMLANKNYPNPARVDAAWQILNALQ
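AmpC (5.3 nM in the dispensed reagent) in 20 mM phosphate pH 7.0 with 0.01% (detergent screen) or 0.0001% Triton X-100 was preincubated with compounds for 15 min at room temperature. Nitrocefin was then added from an 800 uM solution, and hydrolysis was followed at 480 nm.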
AmpC no deterg – inhibitors of E. coli AmpC beta-lactamase without detergent; AmpC nitrocefin hydrolysis, absorbance 480 nm, 0.0001% Triton; Potency, µM (top dose mostly 57.1 µM), for inactives: at the top dose activity change, negative = inhibition, usual class: inhibitors; actives 0.52% (n = 330,000); AID 485341;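 also: potency is read from the fitted curve at half-maximal effect; plate controls were no compound for no effect and no enzyme for full effect; nearly all actives have a fitted effect of over 20% in size; some results filed as inactive show a strong effect at the top dose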
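20 mM phosphate pH 7.0 + 0.01% (detergent screen) or 0.0001% Triton X-100; 5.3 nM AmpC reagent; cpd preinc 15 min RT; nitrocefin (800 uM stock) to start; A480 q20 s × 4 min; Activity was normalised to no-enzyme and no-compound control wells.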
FBPA Giardia inh – Giardia lamblia aldolase inhibition; AID 2451; actives 0.71% (n = 290,000); purified Giardia FBPA; Potency, µM (top dose mostly 59.6 µM), inactives show at the highest dose activity, negative = inhibition, actives largely listed as inhibitors; also: potency is read from the fitted curve at half-maximal effect; nearly all actives have a fitted effect of over 55% in size
Target sequence (A8B2U2 whole entry, looked up): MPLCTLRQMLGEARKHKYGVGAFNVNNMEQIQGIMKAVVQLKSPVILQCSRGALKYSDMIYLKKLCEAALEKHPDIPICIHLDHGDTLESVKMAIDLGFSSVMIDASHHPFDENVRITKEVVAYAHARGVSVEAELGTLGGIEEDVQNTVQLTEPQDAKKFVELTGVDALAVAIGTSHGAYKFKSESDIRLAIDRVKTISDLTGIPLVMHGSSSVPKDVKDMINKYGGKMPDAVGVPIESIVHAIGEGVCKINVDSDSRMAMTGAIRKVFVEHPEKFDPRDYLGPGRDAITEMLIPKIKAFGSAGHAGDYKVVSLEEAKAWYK
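40 nM FBPA preincubated 10 min at RT with compound (up to 57.5 uM final), then substrate plus GAPDH/TPI/NAD/arsenate coupling and diaphorase/resazurin added. Fluorescence read after 20 min at RT, 525/598 nm.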
Numbers without * were called inactive; ? = inconclusive; · = no result given; & = joins results of further samples; [ ] = remark or other dose. Unless noted, calls follow the shape of the dose curve; as a rule, active = well fitted curve in the direction sought with a large enough effect; inconclusive = small, poorly fitted or top-dose-only effect, or another doubt; inactive = no such curve, though single readings can be large; an effect the other way counts as inactive or inconclusive. Unless noted, % is scaled to controls: 0 for no effect and ±100 for the full control effect.

SMILES	Sm TGR block	HCV inh	HCMV inh	AmpC inh detg	AmpC no deterg	FBPA Giardia inh
COc1ccc2c(c1)C(NS(=O)(=O)OCC(Cl)(Cl)Cl)CCC2 (configuration not stated)	6%	0%	-21	-14%	56%	-1%
Cn1nccc1C(=O)NC1CCN(Cc2ccccc2)CC1	-10%	5%	5	2%	-13%	·
CCNC(=S)N/N=C(\C)c1ccc(Cl)s1	-12%	?	?	-10%	-50%	4%
CCCc1nnc(SCC(=O)N2CCOCC2)n1C	39%[activator]	10%	57	2%	-11%	5%
NC(=O)CSc1nc2sc(-c3ccccc3)cc2c(=O)n1N	-7%	-19%	-26	-11%	-36%	7%
Cc1ccc(N2CC(C(=O)N3CCC4(CC3)CC(=O)c3ccccc3O4)CC2=O)cc1 (configuration not stated)	-3%	?	?	?	130%[activator]	·
CCCNC(=O)CCNS(=O)(=O)c1ccc2c(c1)c(=O)n(C)c(=O)n2C	9%	·	-25	9%	·	·
CCc1c(C)sc(NC(=S)Nc2cccnc2)c1C(=O)OC	?	?	0	6%	-3%	?
Cc1ccc2c(c1)S/C(=C/c1ccc[n+](C)c1)N2CCO	-3%	?	-77*	?	-19%	-1%
O=[N+]([O-])c1cc(S(=O)(=O)Nc2cccc(C(F)(F)F)c2)ccc1-n1nnc2ccccc21	-1%	3%	-27	-2%	-7%	17%
CCN(CC)C(=O)C1CCN(S(=O)(=O)c2c(C)noc2/C=C/c2cccc(C)c2)CC1	-28%	?	7	-6%	188%[activator]	-4%
O=C(N/N=C/c1cccnc1)c1ccc(S(=O)(=O)N2CCCCCC2)cc1	0%	1%	-11	-4%	29%	6%
S=C(NCc1ccc(Cl)cc1)NC1CCCCC1	1%	?	-22	?	-30%	0%
Cc1ccn(C(=O)c2ccc(NC(=O)CC(C)C)cc2)n1	·	17%	32	-7%	-22%	0%
CC(=O)C1=C(O)C(=O)N(c2cc(C(C)(C)C)on2)C1c1ccc(Br)cc1 (configuration not stated)	-9%	29%	30	?	-35%	-7%
C=CCn1c2ccccc2c2nnc(SCc3ccc4nonc4c3)nc21	24%	?	8	0%	-34%	-1%
O=C(NCc1ccco1)C1(S(=O)(=O)c2ccccc2)CC=CC1	0%	0%	-25	-9%	-8%	-3%
O=C(CN1CCSCC1)N/N=C/c1cccc(Cl)c1	0%	6%	?	?	-13%[11.4 µM]	?
Cc1cc(C)n2nc(-c3ccc(Cl)cc3)cc2n1	1%	3%	173	2%	27%	-1%
COC(=O)c1ccccc1NC(=O)C1CC(=O)N(C2CCCCC2)C1 (configuration not stated)	7%	19%	-4	-13%	4%	4%
CCCOc1ccc(NC(=O)CC2Nc3ccccc3NC2=O)cc1 (configuration not stated)	6%	-2%	-32	-3%	-21%	-3%
COc1ccc(C(=O)Nc2ccc(Br)cn2)cc1S(=O)(=O)N1CCOCC1	-4%	?	?	-3%	0%	·
Cc1ccc(-n2c(CC#N)n[nH]c2=S)c(C)c1	8%	?	50	6%	-19%	?
CCOC(=O)C1C(=O)CC(C)(O)C(C(=O)OCC)C1c1ccc(NC(C)=O)cc1 (configuration not stated)	0%	11%	-32	0%	-4%	4%
COc1cc(F)c(S(=O)(=O)Nc2c(C)n(C)n(-c3ccccc3)c2=O)cc1OC	13%	·	8	6%	·	·
O=C(O)/C=C/C(=O)Nc1cccnc1	-5%	32%[activator]	4	?	-19%	-3%
Cc1ccc(C2(C)NC(=O)N(CC(=O)Nc3cc(C)on3)C2=O)cc1 (configuration not stated)	14%	1%	53	-9%	-9%	·
CC1CCc2sc3ncn4nc(C(=O)NCc5ccco5)nc4c3c2C1 (configuration not stated)	-28%	?	?	0%	-14%	1%
COc1ccc(NC(=O)C2=Cc3cccc(OC)c3OC2)cc1	·	?	-4	-3%	-25%	-24%
Cc1cccc(-n2c(SCN3C(=O)c4ccccc4C3=O)nc3ccccc3c2=O)c1	3%	10%	?	?	-18%	0%
Cc1ccccc1C(=O)NNc1ccc([N+](=O)[O-])cc1	-19%	26%	-21	6%	·	12%
Cc1nn(CCCC(=O)NCc2ccccc2)c(C)c1[N+](=O)[O-]	-21%	4%	-38	0%	-3%	5%
Cc1ccc(C(=O)c2ccc([N+](=O)[O-])cc2)c(C)c1	?	-8%	-1	?	-22%	-11%
COC(=O)Nc1ccc(NC(C)=O)cc1	-1%	8%	-16	-11%	-22%	0%
O=C(CSc1cn(CC(=O)N2CCCC2)c2ccccc12)NCC1CCCO1 (configuration not stated)	5%	31%[activator]	?	-8%	13%	-2%
Cc1ccc2c(-c3csc(N)n3)c[nH]c2c1	?	·	·	0%	-41%	-8%
COCCCn1c(=O)c2ccccc2n(CC(=O)Nc2ccc3c(c2)OCCO3)c1=O	-5%	-17%	17	-14%	-18%	0%
O=c1oc(/C=C/c2ccc([N+](=O)[O-])s2)nc2ccccc12	-19%	11%	·	-2%	-32%	0%
CC(C)CNC(=O)c1c(N)n(/N=C/c2cccnc2)c2nc3ccccc3nc12	7%	7%	·	?	-47%	6%
COc1ccc(Cn2nnc3c(=O)[nH]c(C(=O)NCCc4ccc(F)cc4)nc32)cc1OC	-1%	3%&1%	-19	?	-13%	8%
Cn1c(SCC(=O)N/N=C/c2ccc(O)c(O)c2)nc2ccccc21	-2%	-29%	32	2%	-33%	-28%
CCOc1cc(/C=C(\C#N)c2nc3ccccc3[nH]2)ccc1OC(C)C(=O)O (configuration not stated)	3%	2%	-11	-5%	-30%	-13%
COc1cccc(CNC(=O)c2ccc(C)c(NC3=NC4CS(=O)(=O)CC4S3)c2)c1 (configuration not stated)	-16%	13%	16	-12%	-9%	?
COc1ccc(CC/C(=N\O)C2(O)CCCCC2)cc1	3%	8%	5	?	-12%	0%
COc1ccccc1CNC(=O)CN(c1ccc(C)cc1)S(=O)(=O)c1c(C)nn(C)c1C	-17%	-2%	-29	0%	207%[activator]	0%
O=C(Nc1ccccc1C(F)(F)F)N1CCOc2ccc(Cl)cc21	1%	·	-18	-3%	·	·
CCOC(=O)c1cccc(NC(=O)C2CCCN(S(=O)(=O)c3c(C)n[nH]c3C)C2)c1 (configuration not stated)	-18%	-19%	-14	1%	-15%	3%
CCN(C(=O)C1CCN(S(=O)(=O)c2c(C)noc2/C=C/c2ccc(C)cc2)CC1)c1cccc(C)c1	4%	·	4	26%	·	·
COc1ccc(Br)cc1-c1noc(-c2ccccc2F)n1	4%	14%	14	3%	-3%	1%
CC1CCN(C(=O)c2cc3c(=O)n(C)c4cc(Cl)ccc4c3s2)CC1	8%	·	15	5%	·	·
Cc1ccc(-n2c(C)cc(/C=C3/SC(=O)N(CC(=O)N4CCOCC4)C3=O)c2C)nc1	-6%	2%	·	-9%	-2%	-19%
C[C@H](NC(=O)c1nc[nH]c1C(=O)N(C)Cc1ccccc1)C(=O)OC(C)(C)C	-8%	9%	-10	-14%	19%	·
O=C(COC(=O)C(CO)NS(=O)(=O)c1ccc(Br)cc1)Nc1ccc2c(c1)OCCO2 (configuration not stated)	·	13%	1	·	-33%	·
COc1ccc(C(=O)CCC(=O)O)c(C)c1	-17%	1%	38	0%	-6%	2%
Cc1ccc(OCC(=O)Nc2ccc(N3CCN(C(=O)c4ccco4)CC3)cc2)c(C)c1	4%	7.1µM*	?	-8%	61%[activator]	4%
O=C(CCCSc1nc2ccccc2[nH]1)Nc1nnc(C2CC2)s1	15%	-6%	65	?	-20%	-11%
COc1cccc(CNCc2ccc(SC)cc2)c1OC	-2%	2%	17	-12%	-7%	?
CC1(C)CC(=O)c2cc(OCC(=O)N3CCOCC3)ccc2O1	0%	4%	7	-3%	-4%	-2%
CCOC(=O)c1c(NC(=O)CSc2nnc3c(Cl)cc(Cl)cn23)sc2c1CCC2	-5%	?	8	-7%	-12%	4%
C(=N\Nc1nc2ccccc2[nH]1)/c1cccs1	-17%	24%	40	3%	-20%	-2%

The results go on:
SMILES	Sm TGR block	HCV inh	HCMV inh	AmpC inh detg	AmpC no deterg	FBPA Giardia inh
CCN(CC)c1ccc(C(=O)NC(=S)Nc2cc(S(=O)(=O)N3CCOCC3)ccc2-n2cncn2)cc1	-9%	-3%	-15	-5%	-33%	?
CN(C)C(=O)CCc1ccc2c3c([nH]c2c1)[C@]1(C)[C@@H](C(=O)N2CCCCC2)C[C@H](CC(=O)NCc2cccc(C(F)(F)F)c2)C(=O)N1CC3	·	?	11	·	255%[activator]	·
O=C(CN1C(=O)c2cccc3cccc1c23)Nc1cccc(F)c1	-5%	·	-15	-4%	·	·
COC(=O)COc1ccc(C(c2c(C)[nH][nH]c2=O)c2c(C)[nH][nH]c2=O)cc1	8%	-20%	-4	0%	-7%	-25%
Cc1[nH]c(=O)[nH]c(=O)c1CSCC(=O)OCC(=O)c1ccc(Br)cc1	9%	1%	41	7%	-26%	0%
CCOC(=O)C(NC(=O)c1ccccc1OCC)(Nc1ncccn1)C(F)(F)F (configuration not stated)	-4%	-3%	-3	-7%	87%[activator]	-6%
CC1=C(C(=O)O)N2C(=O)C(NC(=O)c3ccn(C)n3)C2SC1 (configuration not stated)	7%	8%	-25	2%	-14%	-1%
CCOC(=O)N1CCN(Cc2cc(=O)oc3cc4c(cc23)CCC4)CC1	?	-19%	5	-4%	79%[activator]	-5%
CCOc1ccc(CSCCNC(=S)Nc2ccccc2)cc1	2%	-11%	-7	-8%	-24%	-5%
O=C(c1ccc2c(c1)OCO2)C1CCCN(Cc2cn[nH]c2-c2ccccc2)C1 (configuration not stated)	5%	-25%	-14	8%	-13%	2%
Cc1nnc(SCC(=O)Nc2ccc(-c3nc4ccccc4s3)cc2)s1	1%	1%	58	-2%	0%	4%
COc1ccccc1N=Nc1[nH]c2ccc(C)cc2c1O	-22%	2%	40	-8%	-43%	0%
CCOCCCNC(=O)c1oc2ccc3c(c2c1C)C(O)CC(C)(C)O3 (configuration not stated)	0%	-20%	50	0%	30%	-5%

Three entries from above, with two lines to a compound:
Values run as follows: Sm TGR block | HCV inh | HCMV inh | AmpC inh detg | AmpC no deterg | FBPA Giardia inh
> Cc1nnc(SCC(=O)Nc2ccc(-c3nc4ccccc4s3)cc2)s1
→ 1% | 1% | 58 | -2% | 0% | 4%
> O=C(c1ccc2c(c1)OCO2)C1CCCN(Cc2cn[nH]c2-c2ccccc2)C1 (configuration not stated)
→ 5% | -25% | -14 | 8% | -13% | 2%
> COc1ccccc1N=Nc1[nH]c2ccc(C)cc2c1O
→ -22% | 2% | 40 | -8% | -43% | 0%

Part of the list above in order of formula weight, ascending:
SMILES	Sm TGR block	HCV inh	HCMV inh	AmpC inh detg	AmpC no deterg	FBPA Giardia inh
COC(=O)COc1ccc(C(c2c(C)[nH][nH]c2=O)c2c(C)[nH][nH]c2=O)cc1	8%	-20%	-4	0%	-7%	-25%
Cc1nnc(SCC(=O)Nc2ccc(-c3nc4ccccc4s3)cc2)s1	1%	1%	58	-2%	0%	4%
Cc1[nH]c(=O)[nH]c(=O)c1CSCC(=O)OCC(=O)c1ccc(Br)cc1	9%	1%	41	7%	-26%	0%
CN(C)C(=O)CCc1ccc2c3c([nH]c2c1)[C@]1(C)[C@@H](C(=O)N2CCCCC2)C[C@H](CC(=O)NCc2cccc(C(F)(F)F)c2)C(=O)N1CC3	·	?	11	·	255%[activator]	·

Source: PubChem BioAssay
